Screening data (PubChem BioAssay)
PABP1 MLLE inh = blocks PAM2 peptide binding to the PABP1 MLLE domain; GST-MLLE / FITC-PAM2 fluorescence polarization; inhibition, % at 20 µM; actives 0.36% (n = 360,000); AID 588489; in the data active = inhibition above about 35%, passing the limit was not always enough;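 note: plate controls were DMSO wells with GST-MLLE for no effect and wells lacking GST-MLLE protein for full effect; some results filed as inactive read as strong as hits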
Neddylation inh = inhibitors of human cullin neddylation; P61081+Q13564; calls only at 25 µM; actives 0.58% (n = 360,000); TR-FRET cullin neddylation, biochemical; in the data active = inhibition above about 36%
MsrA act = activators of bovine methionine sulfoxide reductase A; purified bovine MsrA, absorbance read-out; AID 602163; activation, % at 10.6 µM; actives 0.3% (n = 360,000); in the data active = activation above about 7.5%;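 note: 0% = vehicle and 100% = reference activator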
eLon inh = inhibitors of E. coli Lon protease. AID 602123. inhibition, % at 7.94 µM. purified E. coli Lon protease, fluorescence polarization. actives 0.42% (n = 360,000). P0A9M0; in the data active = inhibition above about 13%, passing the limit was not always enough;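 note: 0% = enzyme with probe and DMSO and 100% = no enzyme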
CendR NRP1 mod = modulators of CendR peptide binding to human neuropilin-1. actives 0.85% (n = 360,000). FAM-RPARPAR peptide binding to NRP-1, fluorescence polarization. O14786. inhibition, % at 25 µM. AID 602438;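 active = inhibition or corrected inhibition above about 18%, plus a signal ratio from 0.5 to 1.5, limit read from the data, passing the limit was not always enough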; note: strong numbers were not always called active
Target sequence (O14786 whole entry, looked up): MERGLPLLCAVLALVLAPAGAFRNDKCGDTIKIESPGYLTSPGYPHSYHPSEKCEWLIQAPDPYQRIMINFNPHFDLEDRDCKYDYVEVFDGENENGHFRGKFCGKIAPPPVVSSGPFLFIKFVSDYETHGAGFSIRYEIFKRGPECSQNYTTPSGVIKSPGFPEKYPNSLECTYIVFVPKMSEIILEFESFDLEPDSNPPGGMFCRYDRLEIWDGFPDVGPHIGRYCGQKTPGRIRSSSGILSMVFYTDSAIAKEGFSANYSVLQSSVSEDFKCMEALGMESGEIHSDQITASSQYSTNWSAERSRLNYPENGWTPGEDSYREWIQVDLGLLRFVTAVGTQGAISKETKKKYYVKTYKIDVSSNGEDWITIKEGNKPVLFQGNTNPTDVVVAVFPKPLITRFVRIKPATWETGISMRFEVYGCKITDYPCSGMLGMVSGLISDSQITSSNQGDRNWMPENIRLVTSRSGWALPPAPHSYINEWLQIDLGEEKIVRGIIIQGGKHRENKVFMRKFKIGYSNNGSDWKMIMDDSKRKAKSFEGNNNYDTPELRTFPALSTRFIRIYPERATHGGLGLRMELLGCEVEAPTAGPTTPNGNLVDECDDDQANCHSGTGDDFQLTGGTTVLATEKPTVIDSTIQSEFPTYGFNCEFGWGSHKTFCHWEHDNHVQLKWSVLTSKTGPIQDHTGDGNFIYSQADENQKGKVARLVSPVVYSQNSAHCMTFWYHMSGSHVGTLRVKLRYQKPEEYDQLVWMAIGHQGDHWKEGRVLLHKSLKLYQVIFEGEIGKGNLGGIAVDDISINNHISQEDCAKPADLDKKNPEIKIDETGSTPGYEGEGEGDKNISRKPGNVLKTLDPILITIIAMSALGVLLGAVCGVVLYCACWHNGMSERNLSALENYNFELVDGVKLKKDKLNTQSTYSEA
FAS-TE inh = inhibitors of human fatty acid synthase thioesterase domain. AID 602261. actives 0.67% (n = 360,000). inhibition, % at 15 µM. recombinant FAS-TE, OMFH fluorogenic substrate, fluorescence endpoint. P49327;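 active = compounds whose normalised, plate-corrected inhibition of enzyme fluorescence in the single-dose primary screen is 50% or more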;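 note: 0% = DMSO with enzyme and 100% = substrate without enzyme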
SKN-1 inh = blocks SKN-1 activity in C. elegans. C. elegans VP596 Pgst-4::GFP/RFP ratio, acrylamide-induced, 24 h. actives 0.49% (n = 360,000). inhibition, % at 21.8 µM. AID 624304;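 active = interference check ratio from 0.5 to 1.5 plus GFP to RFP signal ratio inhibition reaching or exceeding a fixed threshold, cut at about 30% in these data, passing the limit was not always enough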; note: some compounds called inactive have numbers as strong as hits
MT1-MMP act inh = MT1-MMP (human) activation inhibition; HT1080 RFP-PRO-GFP cells, GFP/RFP ratio fluorescence, overnight; percent of plate control window, DMSO zero; GFP/RFP ratio change, % at 20 µM; AID 651647; P50281; actives 0.061% (n = 360,000);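 active = GFP/RFP ratio change of at least 30% with cell ATP level not reduced by more than half and red fluorescence within 50% of control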; note: strong numbers were not always called active
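system = RFP-PRO-GFP reporter HT1080 cells | dosing = 20 µM single dose, 1% DMSO | timing = overnight cell settling, then overnight compound exposure, 37 °C, 5% CO2 | read-out basis = GFP/RFP fluorescence ratio | controls = DMSO and RFP-L50D-GFP cell wells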
Rin1 Abl inh = inhibitors of human Rin1-Abl protein interaction; inhibition, % at 7.35 µM; P00519+Q13671; AID 588664; TR-FRET Rin1/Abl binding, biochemical; actives 0.4% (n = 360,000); in the data active = inhibition above about 5%, passing the limit was not always enough
Starred values were filed as active, the others as inactive; i = inactive; · = no result given.

SMILES	PABP1 MLLE inh	Neddylation inh	MsrA act	eLon inh	CendR NRP1 mod	FAS-TE inh	SKN-1 inh	MT1-MMP act inh	Rin1 Abl inh
O=C(Nc1ccc(C(=O)Oc2ccccc2)c(O)c1)c1ccccc1	-3.4	i	-3.3	2.2	19.2	38.8	0.6	0.2	3.5
Cc1ccc(NC(=O)CN(C)C(=O)C(Sc2ccccc2)c2ccccc2)cc1 (configuration not stated)	11.2	i	0.3	3.9	-7.2	21.9	9.7	1.9	1.9
O=C(Cn1cnc([N+](=O)[O-])c1)NC1CCCC1	0.5	i	-9.5	0.4	-0.5	-4.6	-3.1	0.7	1.2
CCOc1[nH]c(/N=C/c2ccco2)c(C#N)c1C#N	18.8	i	-3.9	8.6	0.4	-3.7	32.1	-15.8	0.9
c1ccc(CC(Nc2ccccn2)c2ccccc2)cc1 (configuration not stated)	-19.3	i	-9.7	-6.2	6.5	2.0	-3.0	-2.2	-1.6
C/C(CC(=O)NCc1ccc(F)cc1)=N\NC(N)=S	3.1	i	-5.3	-6.6	2.9	-2.2	9.7	-2.5	-2.8
CCOc1cccc(CN2CCCC(C(=O)c3cc(Cl)ccc3OC)C2)c1O (configuration not stated)	13.6	i	-9.3	12.5	-1.4	4.8	-22.9	·	1.8
COc1ccccc1C(=O)Nc1cc(Cl)ccc1-n1cncn1	-0.6	i	-4.1	-7.5	0.9	0.1	20.7	-4.2	-0.3
Cc1ccccc1N(CC(=O)N1CCN(c2ccccc2)CC1)S(C)(=O)=O	15.1	i	-6.5	0.4	-0.3	-5.2	-8.9	-2.6	0.6
Cc1ccc(S(=O)(=O)N2CCC(C(=O)NNC(=O)c3ccc(F)cc3)CC2)cc1	-16.2	i	-2.2	-0.1	8.3	-4.8	1.4	2.9	1.8
COc1cc(C(C)n2nnc3ccccc32)ccc1O (configuration not stated)	-0.3	i	-2.2	-6.9	0.5	-4.0	16.5	1.4	-2.2
COc1ccc(Cn2nnnc2CN2CCc3ccccc3C2)cc1	-2.2	i	2.3	9.6	-190.3	5.8	6.2	-0.3	-3.1
COc1ccc(CN(Cc2ccccn2)C(=O)CN2C(=O)COc3ccccc32)cc1	-0.9	i	-0.9	-2.7	7.5	-3.8	1.8	-3.2	0.8
CCOc1nc(C#N)nc(N2CCCCC2)n1	3.5	i	-0.8	6.4	4.6	3.1	14.8	2.9	-1.1
Cc1ccc(NC(=O)c2sc(Cl)nc2-c2ccccc2)cc1	-6.0	i	-6.9	-6.8	9.8	20.3	-7.8	-1.5	-0.2
O=c1c(Cc2ccccc2)c(O)ccn1Cc1ccco1	8.3	i	-9.8	-1.0	-3.9	-6.5	-3.6	-1.0	-0.9
COc1ccc(-c2ccc(-c3noc(-c4ccccc4OC)n3)c(OC)n2)cc1	-17.1	i	-1.5	-1.6	-46.9	17.7	3.8	-4.3	-4.9
CCCOc1ccc(CNC(=O)C2CCN(c3nnc(N4CCCC4=O)s3)CC2)cc1	-3.1	i	0.0	3.9	-6.1	-4.0	1.3	0.4	-0.7
Cc1ccc(S(=O)(=O)N2CCc3ccccc3CC2)cc1	-1.9	i	-1.5	3.2	6.3	23.0	-10.7	-4.8	-1.4
CC(C)C/C(O)=C/c1nc2cc(Cl)ccc2oc1=O	13.1	i	-4.5	0.5	-10.1	-9.1	-2.0	-6.3	2.0
COc1ccc(CCNC(=O)c2ccccc2NC(=O)C2=C(C)OCCS2)cc1OC	-12.8	i	-4.3	-8.2	7.4	-3.3	8.1	0.4	1.0
COc1ccc(C(CC(=O)O)NC(=O)c2cc3cc(Br)ccc3oc2=O)cc1OC (configuration not stated)	-25.2	i	-3.9	0.0	7.9	0.2	2.3	-9.2	-3.3
Cc1ncoc1C(=O)Nc1nccs1	-10.4	i	-2.9	-7.2	-1.0	-5.5	-3.7	-5.6	-0.5
CN(c1ccccc1)S(=O)(=O)c1ccc(C(=O)Nc2nnc(C3=COCCO3)o2)cc1	15.5	i	-3.4	-5.0	15.4	10.9	13.8	0.0	-2.2
CCOC(=O)c1cnc(SCC(=O)N2CCOCC2)nc1N	16.6	i	0.7	-4.5	4.0	-1.9	-4.7	-2.9	2.3
Cc1ccc(NC(=O)COc2cccc(C)c2C)cc1S(=O)(=O)N1CCCCCC1	-5.3	i	-3.9	1.2	3.2	24.6	-2.0	-8.1	3.2
CN(C)CC1(c2ccccc2)CCCC1	6.5	i	-9.1	-2.8	-9.0	-5.3	-11.7	0.5	-0.1
O=C(OCC(=O)N1CCN(c2ccccc2)CC1)c1ccc[n+]([O-])c1	-36.1	i	-4.3	7.8	-14.0	-5.1	8.9	-3.8	0.4
CC(C)N1CCN(Cc2cccn2-c2ccccn2)CC1CCO (configuration not stated)	12.4	i	1.8	-10.5	-7.8	-4.8	5.2	-3.3	3.8
O=C(NCCCn1ccnc1)c1csc2ccccc12	9.2	i	-1.3	-4.8	-0.2	-3.7	6.2	3.8	-3.8

3 of the compounds above, with two lines to a compound:
Second line of a record – PABP1 MLLE inh | Neddylation inh | MsrA act | eLon inh | CendR NRP1 mod | FAS-TE inh | SKN-1 inh | MT1-MMP act inh | Rin1 Abl inh
> COc1ccc(CCNC(=O)c2ccccc2NC(=O)C2=C(C)OCCS2)cc1OC
→ -12.8 | i | -4.3 | -8.2 | 7.4 | -3.3 | 8.1 | 0.4 | 1.0
> COc1ccc(C(CC(=O)O)NC(=O)c2cc3cc(Br)ccc3oc2=O)cc1OC (configuration not stated)
→ -25.2 | i | -3.9 | 0.0 | 7.9 | 0.2 | 2.3 | -9.2 | -3.3
> Cc1ncoc1C(=O)Nc1nccs1
→ -10.4 | i | -2.9 | -7.2 | -1.0 | -5.5 | -3.7 | -5.6 | -0.5

Continued.
SMILES	PABP1 MLLE inh	Neddylation inh	MsrA act	eLon inh	CendR NRP1 mod	FAS-TE inh	SKN-1 inh	MT1-MMP act inh	Rin1 Abl inh
C=C1CC2C(=O)N(Cc3ccccc3)C(C(=O)OCC)(C(=O)OCC)C1N2C(=O)OC(C)(C)C (configuration not stated)	-4.1	i	1.3	8.7	1.6	2.9	7.9	-2.5	4.0
COc1ccccc1Cc1c(-c2ccc(OC)c(OC)c2)nc2cc(C)c(Br)c(C)n12	·	i	-8.8	-17.8	-20.6	21.8	14.3	-0.3	·
COc1cc(C(=O)NC2Cc3ccccc3C2)ccc1OC1CCN(C(C)=O)CC1	12.1	i	-0.9	-1.6	-3.7	-0.2	-4.6	-12.8	-3.3
COc1ccc(C(=O)C2CCCN(C(=O)c3csc(SC)n3)C2)cc1F (configuration not stated)	-3.8	i	2.5	5.3	-4.4	-5.0	-2.8	4.3	-1.0
CCOc1ccc(OCCC(=O)N(CCOC)c2c(N)n(Cc3ccccc3)c(=O)[nH]c2=O)cc1	1.0	i	-0.6	2.2	5.3	-5.7	11.3	3.7	1.5
Cc1ccc(-n2c(Cc3cccn3C)nnc2SCC(=O)NCc2ccc3c(c2)OCO3)cc1	-21.2	i	-0.6	-4.8	-4.7	-2.5	10.8	-0.2	1.4
COC(=O)c1cc(C(=O)NCc2ccc3c(c2)OCO3)cc([N+](=O)[O-])c1	6.7	i	-1.1	2.7	1.0	58.7*	2.6	0.9	-2.3
CSc1ccccc1OCc1cc(C(=O)NCCN2CCCC(O)C2)no1 (configuration not stated)	12.7	i	-7.8	3.0	1.0	-6.0	4.9	-1.0	-0.1
O=C1CCCC2=C1C1(CCCC1)N=C(Nc1nc3ccccc3s1)N2	-21.7	i	-2.8	5.3	-86.9	-4.5	12.4	-19.4	-2.1
CCCCNc1c(-c2ccc(F)cc2)nc2nc(C)cc(C)n12	·	i	-14.1	-21.5	-7.8	4.0	-0.2	1.8	·
O=c1[nH]c(CN2CCN(S(=O)(=O)c3cccs3)CC2)nc2c(Br)cc(Br)cc12	-3.5	i	-0.2	-6.8	-2.5	55.1*	-9.4	3.5	-5.1
CC1CN(S(=O)(=O)c2cc(C(=O)NCCCN3CCCC3=O)ccc2Cl)CC(C)O1 (configuration not stated)	2.1	i	-5.0	-0.8	5.6	-3.7	-6.3	2.2	3.5
COc1ccc(CCC(=O)OCc2csc(CC(=O)Nc3ccc(C)cc3)n2)cc1OC	-42.0	i	-2.6	-7.6	-5.8	7.7	1.6	-1.6	4.6
O=C(CN1C(=O)NC2(CCc3ccccc3C2)C1=O)Nc1ccc(Cl)cc1F (configuration not stated)	-1.8	i	-6.5	3.5	-2.5	1.5	2.4	0.9	-1.5
Cc1ccc(C(=O)N/C(=C\c2ccco2)C(=O)N2CCCCC2)cc1	-10.3	i	-4.3	2.6	-5.7	-2.4	4.4	-2.6	1.9

Complete entries, quoted from the list.
Record of `Cc1ccc(NC(=O)CN(C)C(=O)C(Sc2ccccc2)c2ccccc2)cc1` (configuration not stated) → PABP1 MLLE inh = 11.2; Neddylation inh = i; MsrA act = 0.3; eLon inh = 3.9; CendR NRP1 mod = -7.2; FAS-TE inh = 21.9; SKN-1 inh = 9.7; MT1-MMP act inh = 1.9; Rin1 Abl inh = 1.9
Record of `O=C(Nc1ccc(C(=O)Oc2ccccc2)c(O)c1)c1ccccc1` → PABP1 MLLE inh = -3.4; Neddylation inh = i; MsrA act = -3.3; eLon inh = 2.2; CendR NRP1 mod = 19.2; FAS-TE inh = 38.8; SKN-1 inh = 0.6; MT1-MMP act inh = 0.2; Rin1 Abl inh = 3.5

The list goes on.
SMILES	PABP1 MLLE inh	Neddylation inh	MsrA act	eLon inh	CendR NRP1 mod	FAS-TE inh	SKN-1 inh	MT1-MMP act inh	Rin1 Abl inh
O=C(O)CCC(=O)NNc1ncnc2ccccc12	-2.9	i	-3.0	-6.3	5.4	-4.4	7.4	-3.8	1.9
Cc1nc(N2CCOCC2)[nH]c(=O)c1C	7.4	i	-1.6	-4.1	15.9	-6.4	4.6	-3.4	0.1
Clc1ccccc1C1Nc2cccc3cccc(c23)N1	6.4	i	-4.0	-6.5	17.2	9.5	0.7	-3.2	4.0
COC(=O)c1ccc(CSc2nc3c(c(=O)[nH]2)CCC3)cc1	22.6	i	-3.4	-7.9	11.4	-9.8	14.9	5.8	-2.0
COc1ccccc1CNC(=O)C(C)NS(=O)(=O)c1ccc(C)cc1 (configuration not stated)	-8.9	i	-12.2	-12.8	-1.6	-8.2	-6.8	-4.3	2.1
NC(N)=Nc1nc2cc([N+](=O)[O-])ccc2o1	-5.3	i	-1.8	0.7	5.9	-0.1	12.0	-3.0	-1.4
COC(=O)c1ccc(/C=N/NC(=O)CC(=O)NCC(C)C)cc1	-1.8	i	-1.0	2.0	-0.6	-2.4	23.0	-2.0	-0.6
N#CCSc1ncnc2c1cnn2CCO	9.8	i	-2.4	-6.7	-1.4	-4.4	14.0	5.2	-0.4
Clc1ccc(Cl)c2sc(N3CCCC3)nc12	7.2	i	-1.0	-1.1	0.3	19.7	14.5	-5.4	1.4
Cc1nnc2ccc(-c3ccc(NS(C)(=O)=O)cc3)nn12	-3.8	i	-4.7	-0.7	16.2	1.2	8.3	5.1	-2.6
COc1cccc(/C=N/NC(=O)CCNc2n[nH]c(=O)[nH]c2=O)c1OC	9.4	i	-2.8	2.1	5.6	-0.5	2.0	1.5	-0.2
Cc1cc(C)c(NC(=O)CSc2nc(=O)n3cc(C)ccc3n2)c(C)c1	6.2	i	1.1	5.5	14.0	-2.2	8.0	0.6	-1.5
CN(C)c1ccc(/C=N/NC(=O)c2nnn(-c3nonc3N)c2CN(C)c2ccccc2)cc1	-8.2	·	-1.7	-0.7	-1.8	-12.2	2.4	0.0	0.6
O=C(CCC1CCCC1)N=C1SC2CS(=O)(=O)CC2N1c1ccccc1F (configuration not stated)	-6.7	i	-1.8	-2.4	9.7	11.8	19.3	-0.2	1.5
COc1cccc(NC(=O)c2ccccc2N(Cc2ccccc2)S(C)(=O)=O)c1	-18.3	i	7.1	1.7	11.0	3.0	-12.0	-4.3	0.2
